# Source: PubChem (National Center for Advancing Translational Sciences (NCATS))
# TRPV1 ag = human TRPV1 agonism; Q8NER1; TRPV1-expressing cells, Fluo-8 calcium influx, agonist mode; activation, % at 8.33 µM; hit rate 0.19% among 320,000; in the data active means activation above about 80%; inconclusive means between about 30% and that limit; further: 0% is about no effect
#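 TRPV1-expressing cells were cultured overnight at 35.5C and loaded with Fluo-8 calcium dye for 40 to 90 min at room temperature. After a 10 s baseline, compound was added and calcium influx was read kinetically for 3 min (ex 480/em 520 nm).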
# B2AR arrestin = agonists driving beta-arrestin recruitment to human beta2-adrenergic receptor; beta-arrestin recruitment to beta2AR, cell-based reporter; Potency, µM (series often up to 46.1 µM), for the others: at the top dose activation, actives largely listed as activators; hit rate 0.02% among 330,000; AID 492947;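 further: potency means the concentration at half of the fitted maximal effect; 0% = DMSO controls and full agonism = EC100 isoproterenol or metaproterenol; nearly all actives have a fitted effect of over 65% in size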
# Target sequence (P07550 whole entry, looked up): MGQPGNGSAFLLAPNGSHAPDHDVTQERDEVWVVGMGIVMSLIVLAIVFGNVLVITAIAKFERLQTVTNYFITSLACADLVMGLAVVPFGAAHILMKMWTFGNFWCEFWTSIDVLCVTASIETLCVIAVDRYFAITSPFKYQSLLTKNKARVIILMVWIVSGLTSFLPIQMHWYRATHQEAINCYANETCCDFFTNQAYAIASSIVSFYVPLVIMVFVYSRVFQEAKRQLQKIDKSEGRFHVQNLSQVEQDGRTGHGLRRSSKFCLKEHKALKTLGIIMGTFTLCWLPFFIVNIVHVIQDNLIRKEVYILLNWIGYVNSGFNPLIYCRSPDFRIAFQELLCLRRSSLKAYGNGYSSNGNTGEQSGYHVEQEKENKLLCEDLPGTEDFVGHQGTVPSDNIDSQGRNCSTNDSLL
# a7 integrin act = activates integrin-mediated alleviation for muscular dystrophy. alpha7betagal myoblasts, beta-gal FDG fluorescence, 48 h. Potency, µM (series often up to 38.3 µM), for inactives: top-dose activation, hits mostly activators. hit rate 0.064% among 350,000. AID 624291;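 further: potency means the concentration at half of the fitted maximal effect; 100% = response of the positive control SU9516; nearly all actives have a fitted effect of over 60% in size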
#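 Alpha7betagal+/- myoblasts (passage 13) were plated 16-24 hr, then exposed to compounds (1:260 dilution of DMSO stock) for 48 hours at 37C. After MPER lysis, β-galactosidase reporter activity was read as FDG fluorescence (ex 480/em 540) after 30 minutes.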
# ELG1 repair inh = ELG1-dependent DNA repair inhibition; Potency, µM (top dose mostly 46.1 µM), without a hit: at the top dose activity change, negative = inhibition, most hits filed as inhibitors; hit rate 2.3% among 330,000; HEK293T ELG1-luciferase reporter, luminescence, 16 h; DNA damage induced by 5-fluorouridine; further: potency means the concentration at half of the fitted maximal effect; on the % scale 0 is the no-effect control and ±100 the full control effect; nearly all actives have a fitted effect of over 55% in size
#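 Step one: seed 2,000 cells per well. Step two: pin-transfer compound or DMSO alongside 5-fluorouridine. Step three: incubate 16 hr, 37 °C, 5% CO2. Step four: add ONE-Glo, wait 30 min, read luminescence.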
# A-T KAP1 phos = potential ataxia-telangiectasia treatments restoring KAP-1 phosphorylation. Potency, µM (top dose mostly 57.5 µM), inactives show at the top dose activation, usual class: activators. hit rate 0.19% among 320,000. […] A-T fibroblasts, KAP-1 phosphorylation AlphaLISA; neocarzinostatin DNA damage 30 min before lysis. AID 485349; further: potency means the concentration at half of the fitted maximal effect; % of control where 0% means no effect; nearly all actives have a fitted effect of over 45% in size
#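 ATM-like activity read as KAP-1 phosphorylation via AlphaLISA donor/acceptor antibody pairs after lysis and 6 hr at 25C. Cells were ATM-null patient fibroblasts ([…], hTERT), dosed 60 min, then exposed to the DSB inducer NCS for 30 min.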
# CXXC DNA block = MLL CXXC-DNA interaction inhibition | Q03164 | MLL-CXXC / FITC-HOXA9 DNA fluorescence polarization | Potency, µM (titrated, usually from 115 µM), for inactives: top-dose activity change, negative = inhibition, hits mostly inhibitors | hit rate 0.037% among 290,000; active means well fitted inhibition curve with a large enough effect in the polarisation, with a control signal flat, not every such curve was filed as active; inconclusive means small, poorly fitted or top-dose-only effect, or effect the other way, or a change in a side signal; inactive means no such curve, though single readings can be large or run the other way; the % refers to the polarisation; further: potency means the concentration at half of the fitted maximal effect
#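 Purified MLL-CXXC (added from a 7 uM solution) was preincubated 5 min at ambient with pinned compounds in 50 mM Tris-HCl pH 7.5, 50 mM NaCl, 1 mM DTT, 0.05% BSA. Fluorescein-labeled HOX-A9 DNA (50 nM solution) followed, 30 min, then polarization read.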
# p53 reactivator = restores transcriptional activity of mutant p53. hit rate 0.063% among 320,000. Potency, µM (highest dose often 92.2 µM), inactives show top-dose activity change, positive = activation, most hits filed as activators. H1299 p53-A138V BP100-luciferase reporter, luminescence, 24 h; further: potency means the concentration at half of the fitted maximal effect; % of control where 0% means no effect; nearly all actives have a fitted effect of over 45% in size
#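 p53-null H1299 cells stably carrying temperature-sensitive p53-A138V and a BP100-luciferase reporter were pinned with compounds (4-point, 1:5 series) and held 24 hrs at 37 deg C. Luminescence was read 10 min after detection reagent.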
# PTAP TSG101 blk = blocks PTAP/TSG101 interaction to inhibit HIV-1 budding; Fluorescence polarization, FITC-PTAP peptide / Tsg101 binding; Potency, µM (doses to about 115 µM), without a hit: top-dose activity change, negative = inhibition, actives largely listed as inhibitors; 340,000 tested, under 10 active; AID 493005; active means well fitted inhibition curve with a large enough effect in the main read-out, with a control signal flat, not every such curve was filed as active; inconclusive means small, poorly fitted or top-dose-only effect, or effect the other way, or a change in a side signal; inactive means no such curve, though single readings can be large or run the other way; further: potency means the concentration at half of the fitted maximal effect; % of control where 0% means no effect
# Target sequence (Q99816 whole entry, looked up): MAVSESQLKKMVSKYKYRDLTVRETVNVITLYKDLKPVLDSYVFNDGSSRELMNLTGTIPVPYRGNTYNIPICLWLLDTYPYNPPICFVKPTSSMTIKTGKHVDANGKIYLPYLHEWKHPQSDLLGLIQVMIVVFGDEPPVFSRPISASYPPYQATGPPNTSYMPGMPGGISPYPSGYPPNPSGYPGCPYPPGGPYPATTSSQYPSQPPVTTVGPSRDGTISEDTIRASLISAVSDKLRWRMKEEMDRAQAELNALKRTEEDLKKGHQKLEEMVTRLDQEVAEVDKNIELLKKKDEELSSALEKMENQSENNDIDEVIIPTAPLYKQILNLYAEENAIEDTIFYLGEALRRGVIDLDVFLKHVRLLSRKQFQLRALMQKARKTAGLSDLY
#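 Fluorescence polarization binding of Tsg101 binding domain (10 uM final) to FITC-labeled PTAP peptide (50 nM final) in HEPES pH 7.5 buffer with NaCl, Tween 20, EDTA, TCEP. Compounds added before peptide; binding 20 min at RT.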
# TCR act = T cell receptor activation; 330,000 tested, under 10 active; primary human leukocytes, anti-CD3, IL-2 HTRF, 48 h; AID 504894; Potency, µM (series often up to 9.22 µM), for inactives: top-dose activation of IL-2 secretion, most hits filed as activators; further: % of control where 0% means no effect
#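 IL-2 release read by HTRF sandwich (Eu cryptate donor, d2 acceptor, 665 nm emission) after 48 hr exposure of primary human leukocytes to compound together with anti-CD3 beads in the absence of co-stimulatory signals.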
# BRCA1 expr act = increases BRCA1 expression | MCF7-BRCA1-FFLuc reporter, luminescence, 48 h; response scale: scaled: vehicle 0%, 10 µM genistein 100% | Potency, µM (series often up to 46.1 µM), for inactives: top-dose activation, actives largely listed as activators | hit rate 1.1% among 380,000 | AID 624202; further: potency means the concentration at half of the fitted maximal effect; nearly all actives have a fitted effect of over 80% in size; some results filed as inactive show a strong effect at the top dose
#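 First, MCF7-BRCA1-FFLuc cells (2000/well) attach for 2 h; next, compounds are pin-added and incubated 48 h at 37 °C; finally, luciferase reagent is added and luminescence read after 15 min.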
# Active calls of the source: *; ? = inconclusive; · = no result given; [ ] = dose if it differs, or a comment. Unless noted, the call rests on the fitted dose curve; in most records, active means well fitted curve in the direction sought with a large enough effect; inconclusive means small, poorly fitted or top-dose-only effect, or another doubt; inactive means no such curve, though single readings can be large; an effect the other way counts as inactive or inconclusive.
SMILES,TRPV1 ag,B2AR arrestin,a7 integrin act,ELG1 repair inh,A-T KAP1 phos,CXXC DNA block,p53 reactivator,PTAP TSG101 blk,TCR act,BRCA1 expr act
Cc1csc(-c2cnn(-c3ccccc3)c2NC(=O)c2cccc(C(F)(F)F)c2)n1,-4,3.4%,-4%,?,3%,-5%,-1%,-5%,-4%,-42%
COc1ccc(NC(=S)N2CCN(S(=O)(=O)c3ccccc3)CC2)cc1OC,8,3.8%,9%,-13%,1%,0%,-2%,-4%,1%,-31%
CCC(C(=O)NCc1ccco1)N(C(=O)CNS(=O)(=O)c1ccc(C)cc1)c1ccccc1F (configuration not stated),2,-0.2%,-4%,-3%,7%,-1%,-2%,-2%,-1%,-8%
Cc1cc(C)c(S(=O)(=O)c2ccc(F)cc2C)c(=O)[nH]1,-9,-0.4%,4%,-16%,2%,19%,2%,-5%,4%,13%
CCc1nnc(NC(=O)c2cccc(C(=O)Nc3nnc(CC)s3)n2)s1,-2,-0.5%,-41%[inhibitor],13µM*,1%,21%,-1%,-4%,5%[46.1 µM],-75%
O=C(CN1CCN(S(=O)(=O)c2cccs2)CC1)NCC1CCCCC1,5,-0.1%,-26%,0%,4%,·,-1%,-5%,-3%,7%
CCOc1ccc2c(O)csc2c1,3,-0.3%,-8%,8%,11%,2%,9%,-3%,7%,29%
COc1ccc(CNC(=O)C2CCCN2CCc2ccccc2)cc1OC (configuration not stated),5,-0.4%,7%,?,1%,3%,-2%,-6%,3%,-23%
CC(=O)Nc1ccccc1S(=O)(=O)CC1CC1(Cl)Cl (configuration not stated),-3,0.2%,1%,-16%,1%,23%,1%,0%,-6%,1%
C[C@H](CO)N1C[C@H](C)[C@@H](CN(C)Cc2ccncc2)Oc2c(NC(=O)CCCCCC(=O)Nc3ccccc3N)cccc2C1=O,·,0.0%,9%,1%,9%,·,4%,-4%,2%,21%
N#Cc1cc2c(nc1SCc1ccc(Cl)cc1)CCCC2,-4,-0.6%,6%,?,14%,-1%,25%,-4%,-6%[46.1 µM],46%
COc1cc(NC(=O)COC(C)=O)c(C)cc1[N+](=O)[O-],-2,-0.5%,?,-3%,-1%,1%,6%,-2%,3%[46.1 µM],4%
CC(C)CNC(=S)N1CCN(C(c2ccccc2)c2ccccc2)CC1,?,-0.2%,-4%,0%,0%,-5%,4%,-2%,6%[46.1 µM],-60%
COc1ccccc1C(=O)N=c1sc2c(C)ccc(OC)c2n1C,12,-0.3%,-2%,0%,16µM*,4%,17%,-5%,3%,39%
O=C(Cc1cccc(NC(=O)C2CCN(C(=O)CCc3ccccc3)CC2)c1)Nc1cccc(C(=O)N2CCOCC2)c1,·,·,-28%,·,·,·,·,-5%,0%,8%
CCN(Cc1ccccc1)C(=O)c1cc(S(=O)(=O)N2CCOCC2)ccc1N1CCCC1,15,-0.6%,23%,4%,4%,·,2%,1%,5%,-22%
CCC(=O)N(CCC(c1ccco1)c1ccccc1OC)Cc1cccs1 (configuration not stated),19,-0.7%,-3%,?,·,-3%,-3%,1%,3%,-3%[1.84 µM]
CCOc1ccc(OCc2ccc(C(=O)N(CC)CC)cc2)cc1,1,0.1%,5%,?,1%,21%,-3%,3%,-2%,97%
CC(C)n1c(=S)[nH]c2cc(C(F)(F)F)ccc21,-3,2.4%,-1%,9%,-4%,4%,-2%,1%,0%,-19%
CCS(=O)(=O)c1ccc2oc(SCC(=O)Nc3ccc(OC)cc3OC)nc2c1,-4,0.3%,-5%,7%,-4%,2%,-4%,-2%,0%,-5%
CCOC(=O)N1CCC2(CC1)C(C#N)=C(N)Oc1c2c(C)nn1-c1cccc(Cl)c1,2,0.0%,-8%,-1%,0%,?,6%,-11%,-7%,-1%
COc1ccccc1CN1CCN(C(=O)c2ccncc2)CC1,0,-0.1%,-26%,2%,-2%,-3%,-1%,-4%,-1%,17%
COCCNC(=O)C(c1cccc(OC)c1)N(Cc1cccs1)C(=O)Cn1nnc2ccccc21 (configuration not stated),1,0.4%,-27%,-7%,·,2%,-5%,-6%,2%[46.1 µM],1%
COc1cc2c(cc1OC)C(c1ccccc1N)=NCC2,1,-1.6%,-7%,6%,-4%,1%,-1%,-6%,-1%,-10%
Cc1ccc(CN(C)C(=O)C2CCCN2C(=O)c2cccs2)o1 (configuration not stated),-2,0.4%,-28%,19%,2%,26%,-1%,-4%,1%,2%
# Additional records follow.
SMILES,TRPV1 ag,B2AR arrestin,a7 integrin act,ELG1 repair inh,A-T KAP1 phos,CXXC DNA block,p53 reactivator,PTAP TSG101 blk,TCR act,BRCA1 expr act
O=C(COC(=O)c1cncc(Br)c1)NCc1ccc(F)cc1,?,0.2%,14%,3%,5%,17%,1%,-4%,-3%,7%
CC(C)OCCCNc1ncnc2c1[nH]c1ccc(F)cc12,8,-0.3%,-40%,0%,4%,5%,-3%,-1%,-1%,-6%
CC(C)Oc1ccc(S(=O)(=O)N2CCCCC2)cc1NC(=O)C1CSC2(C)CCC(=O)N12 (configuration not stated),-7,0.1%,?,?,·,·,-7%,0%,5%,-16%
O=C(Nc1ccn(Cc2ccccc2F)n1)c1ccc(COc2cccc(Br)c2)cc1,8,-0.1%,0%,?,5%,12%,?,0%,1%,-70%[inhibitor]
Cc1ccc(C2=NS(=O)(=O)N(C)C(C(=O)NCc3ccc4c(c3)OCO4)=C2)cc1,?,0.2%,-17%,16%,5%,·,·,-3%,6%,-5%
CCOC(=O)/C(=N\Nc1ccc(Cl)cc1)Sc1nnc(-c2ccc(OC)cc2)n1C,2,-1.7%,0%,8%,-3%,-3%,-17%,-4%,5%[46.1 µM],-7%
CS(=O)(=O)N(CC(=O)N1CCCCC1)Cc1ccc(Cl)cc1,-3,-4.4%,10%,-3%,10%,3%,-3%,-4%,1%[46.1 µM],-12%
CCn1cnc2c1c(=O)n(CC(=O)OC)c(=O)n2Cc1ccccc1,0,-1.1%,7%,3%,-10%,?,-1%,-6%,-6%,23%
CN(/N=C/c1cccnc1)c1cnc2ccccc2n1,5,-0.2%,24%,?,0%,0%,23%,-2%,-9%,5%
CC(C)CNC(=O)CN1C(=O)NC2(CCCc3ccccc32)C1=O (configuration not stated),2,-1.7%,21%,-4%,-3%,1%,0%,-3%,-8%,-8%
Cc1c(C(=O)N2CCC(C)CC2)sc2ncnc(N(C)c3ccccc3)c12,?,-0.5%,7%,?,4%,-1%,-10%,-4%,-1%[46.1 µM],-12%
CNC(=O)/C(C#N)=C/c1ccc(-c2ccccc2[N+](=O)[O-])o1,22,0.5%,10%,15%,1%,36%[activator],9%,-5%,7%,29%
Cc1ccc(CN2CCSc3ccc(C(=O)NCCCN4CCN(C)CC4)cc32)cc1,5,-0.1%,-55%[inhibitor],7%,-9%,6%,?,-2%,-3%,-9%
COc1ccc(NC(=O)C2CCCN2C(=O)NC2CCCCC2)c(OC)c1 (configuration not stated),2,-0.5%,7%,-5%,-3%,-1%,1%,-2%,-4%,-14%
CC(=O)Nc1ccc(OCC(=O)NCCc2ccc(Cl)cc2)cc1,4,-1.1%,2%,9%,2%,-1%,-14%,-6%,-5%[46.1 µM],30%
CCN1CCN(S(=O)(=O)c2ccc(Cl)c(C(=O)Nc3nnc(CC(C)C)s3)c2)CC1,-1,-0.3%,-11%,-8%,-4%,6%,-2%,-5%,1%,-18%

# Ordered by SMILES length (smallest number first): some entries from above.
SMILES,TRPV1 ag,B2AR arrestin,a7 integrin act,ELG1 repair inh,A-T KAP1 phos,CXXC DNA block,p53 reactivator,PTAP TSG101 blk,TCR act,BRCA1 expr act
CN(/N=C/c1cccnc1)c1cnc2ccccc2n1,5,-0.2%,24%,?,0%,0%,23%,-2%,-9%,5%
O=C(COC(=O)c1cncc(Br)c1)NCc1ccc(F)cc1,?,0.2%,14%,3%,5%,17%,1%,-4%,-3%,7%
CS(=O)(=O)N(CC(=O)N1CCCCC1)Cc1ccc(Cl)cc1,-3,-4.4%,10%,-3%,10%,3%,-3%,-4%,1%[46.1 µM],-12%
COc1ccc(NC(=O)C2CCCN2C(=O)NC2CCCCC2)c(OC)c1 (configuration not stated),2,-0.5%,7%,-5%,-3%,-1%,1%,-2%,-4%,-14%
CNC(=O)/C(C#N)=C/c1ccc(-c2ccccc2[N+](=O)[O-])o1,22,0.5%,10%,15%,1%,36%[activator],9%,-5%,7%,29%
CCOC(=O)/C(=N\Nc1ccc(Cl)cc1)Sc1nnc(-c2ccc(OC)cc2)n1C,2,-1.7%,0%,8%,-3%,-3%,-17%,-4%,5%[46.1 µM],-7%
Cc1ccc(C2=NS(=O)(=O)N(C)C(C(=O)NCc3ccc4c(c3)OCO4)=C2)cc1,?,0.2%,-17%,16%,5%,·,·,-3%,6%,-5%
